High-throughput results deposited in PubChem by National Center for Advancing Translational Sciences (NCATS).
Integrin act MD: activators of alpha7 integrin expression for muscular dystrophy. alpha7betagal myoblasts, beta-gal FDG fluorescence, 48 h. Potency, µM (series often up to 38.3 µM), for the others: at the highest dose activation, hits mostly activators. 350,000 tested, 0.064% active;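 also: potency is read from the fitted curve at half-maximal effect; 100% = response of the positive control SU9516; nearly all actives have a fitted effect of over 60% in size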
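alpha7betagal+/- myoblasts (passage 13, 250/well) treated 48 h at 37C with compounds at 1:260 dilution of DMSO stock. Lysed, then beta-galactosidase activity read as FDG fluorescence (ex 480/em 540) after 30 min, with pre-read for autofluorescence.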
B2AR arrestin: beta2AR (human) beta-arrestin recruitment activity. P07550. beta-arrestin recruitment to beta2AR, cell-based reporter. Potency, µM (doses to about 46.1 µM), for the others: top-dose activation, most hits filed as activators. 330,000 tested, 0.02% active. AID 492947;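 also: potency is read from the fitted curve at half-maximal effect; 0% = DMSO controls and full agonism = EC100 isoproterenol or metaproterenol; nearly all actives have a fitted effect of over 65% in size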
Target sequence (P07550 whole entry, looked up): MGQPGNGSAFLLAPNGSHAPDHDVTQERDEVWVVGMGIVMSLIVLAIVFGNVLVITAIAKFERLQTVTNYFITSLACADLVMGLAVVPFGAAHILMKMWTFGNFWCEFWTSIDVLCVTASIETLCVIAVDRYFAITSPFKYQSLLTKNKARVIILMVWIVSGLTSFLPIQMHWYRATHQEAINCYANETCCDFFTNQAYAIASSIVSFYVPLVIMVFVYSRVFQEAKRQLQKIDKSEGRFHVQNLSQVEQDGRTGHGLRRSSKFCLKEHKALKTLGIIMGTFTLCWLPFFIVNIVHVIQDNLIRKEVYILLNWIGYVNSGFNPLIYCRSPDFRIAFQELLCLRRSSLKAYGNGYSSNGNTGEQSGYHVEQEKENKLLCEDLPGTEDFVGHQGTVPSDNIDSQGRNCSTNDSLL
p53 reactivation: restores transcriptional activity of mutant p53. 320,000 tested, 0.063% active. H1299 p53-A138V BP100-luciferase reporter, luminescence, 24 h. Potency, µM (doses to about 92.2 µM), without a hit: at the top dose activity change, positive = activation, actives largely listed as activators. AID 504706; also: potency is read from the fitted curve at half-maximal effect; % of control where 0% means no effect; nearly all actives have a fitted effect of over 45% in size
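H1299 (p53-null), stable ts p53-A138V + BP100-Luc; 1000 cells/well, Opti-MEM/10% FBS; cpd 4 pt, 1:5; 24 h, 37 deg C, 5% CO2; detection reagent 10 min RT; luminescence.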
AT treatment: potential ataxia-telangiectasia treatment. 320,000 tested, 0.19% active. Potency, µM (highest dose often 57.5 µM), for inactives: top-dose activation, hits mostly activators. […] A-T fibroblasts, KAP-1 phosphorylation AlphaLISA; neocarzinostatin DNA damage 30 min before lysis; also: potency is read from the fitted curve at half-maximal effect; % of control where 0% means no effect; nearly all actives have a fitted effect of over 45% in size
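hTERT-immortalized A-T patient fibroblasts ([…]), 500 cells/well in OPTI-MEM, 1% FBS, got compounds for 60 min, then NCS for 30 min at 37C. Lysates were then assayed for phospho-KAP-1 by AlphaLISA (anti-pKAP1 donor, anti-KAP1 acceptor beads), 6 hr at 25C.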
TSG101-PTAP inh: blocks PTAP/TSG101 interaction to inhibit HIV-1 budding; Q99816; Potency, µM (series often up to 115 µM), inactives show at the top dose activity change, negative = inhibition, actives largely listed as inhibitors; AID 493005; 340,000 tested, under 10 active; Fluorescence polarization, FITC-PTAP peptide / Tsg101 binding; active = well fitted inhibition curve with a large enough effect in the main read-out, with a control signal flat, not every such curve was filed as active; inconclusive = small, poorly fitted or top-dose-only effect, or effect the other way, or a change in a side signal; inactive = no such curve, though single readings can be large or run the other way; also: potency is read from the fitted curve at half-maximal effect; % of control where 0% means no effect
Target sequence (Q99816 whole entry, looked up): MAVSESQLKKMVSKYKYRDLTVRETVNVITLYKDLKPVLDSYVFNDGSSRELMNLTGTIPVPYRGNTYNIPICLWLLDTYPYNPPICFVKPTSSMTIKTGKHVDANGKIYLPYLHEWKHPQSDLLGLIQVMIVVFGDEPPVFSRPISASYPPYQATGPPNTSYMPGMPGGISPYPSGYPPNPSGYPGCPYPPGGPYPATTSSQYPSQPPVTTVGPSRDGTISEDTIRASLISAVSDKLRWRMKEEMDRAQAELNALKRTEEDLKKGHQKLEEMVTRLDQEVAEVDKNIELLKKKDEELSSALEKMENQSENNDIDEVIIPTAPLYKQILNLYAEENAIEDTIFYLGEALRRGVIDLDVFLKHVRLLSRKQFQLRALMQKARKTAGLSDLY
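Steps: Tsg101 binding domain dispensed (10 uM final), compounds pinned in DMSO, FITC-labeled PTAP-motif peptide added (50 nM final); after 20 min binding at room temperature, polarization measured.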
TCR activator: activates T cell receptor signaling; primary human leukocytes, anti-CD3, IL-2 HTRF, 48 h; Potency, µM (highest dose often 9.22 µM), without a hit: at the highest dose activation of IL-2 secretion, hits mostly activators; AID 504894; 330,000 tested, under 10 active; also: % of control where 0% means no effect
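Using a-CD3 beads without co-stimulation, primary human leukocytes were exposed to compounds for 48 hr. An HTRF IL-2 kit measured the cytokine, with europium-to-d2 energy transfer producing emission at 665nm upon 320nm excitation.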
TRPV1 ag: human TRPV1 agonism; activation, % at 8.33 µM; TRPV1-expressing cells, Fluo-8 calcium influx, agonist mode; Q8NER1; 320,000 tested, 0.19% active; AID 540275; in the data active = activation above about 80%; inconclusive = between about 30% and that limit; also: 0% is about no effect
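TRPV1-expressing cells were cultured overnight at 35.5C and loaded with Fluo-8 calcium dye for 40 to 90 min at room temperature. After a 10 s baseline, compound was added and calcium influx was read kinetically for 3 min (ex 480/em 520 nm).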
ELG1 DNA repair: blocks ELG1-dependent DNA repair in HEK293T cells | HEK293T ELG1-luciferase reporter, luminescence, 16 h; DNA damage induced by 5-fluorouridine | Potency, µM (series often up to 46.1 µM), inactives show at the highest dose activity change, negative = inhibition, most hits filed as inhibitors | AID 504467 | 330,000 tested, 2.3% active; also: potency is read from the fitted curve at half-maximal effect; % is scaled to controls: 0 for no effect and ±100 for the full control effect; nearly all actives have a fitted effect of over 55% in size
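HEK293T cells expressing luciferase-tagged ELG1 (2,000/well) received 5-Fluorouridine plus compound or DMSO for 16 hr at 37 °C. Luciferase was read by ONE-Glo luminescence after 30 min at room temperature.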
CXXC DNA block: inhibitors of human MLL CXXC domain-DNA interaction; Q03164; MLL-CXXC / FITC-HOXA9 DNA fluorescence polarization; Potency, µM (doses to about 115 µM), without a hit: at the highest dose activity change, negative = inhibition, usual class: inhibitors; 290,000 tested, 0.037% active; active = well fitted inhibition curve with a large enough effect in the polarisation, with a control signal flat, not every such curve was filed as active; inconclusive = small, poorly fitted or top-dose-only effect, or effect the other way, or a change in a side signal; inactive = no such curve, though single readings can be large or run the other way; the % refers to the polarisation; also: potency is read from the fitted curve at half-maximal effect
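Fluorescence polarization: 7 uM MLL-CXXC (stock) preincubated 5 min with compounds, then 50 nM fluorescein-HOX-A9 DNA (stock) added; 30 min ambient. Buffer 50 mM Tris-HCl pH 7.5, 50 mM NaCl, 1 mM DTT, 0.05% BSA.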
BRCA1 expr up: activators of BRCA1 expression; AID 624202; Potency, µM (doses to about 46.1 µM), for inactives: top-dose activation, hits mostly activators; 380,000 tested, 1.1% active; MCF7-BRCA1-FFLuc reporter, luminescence, 48 h; response scale: scaled: vehicle 0%, 10 µM genistein 100%; also: potency is read from the fitted curve at half-maximal effect; nearly all actives have a fitted effect of over 80% in size; some results filed as inactive show a strong effect at the top dose
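MCF7-BRCA1-FFLuc cells, 2000/well in phenol-red-free MEM, attached 2 h then treated 48 h at 37 C. Luciferase luminescence read 15 min after reagent; normalized to genistein maximum activation (10microM) and DMSO, concentration-response fitted.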
The depositor's hits bear a star; ? = inconclusive; . = not tested or not shown; & = joins results of further samples; [ ] = remark or other dose. Unless noted, calls follow the shape of the dose curve; as a rule, active = well fitted curve in the direction sought with a large enough effect; inconclusive = small, poorly fitted or top-dose-only effect, or another doubt; inactive = no such curve, though single readings can be large; an effect the other way counts as inactive or inconclusive.

SMILES	Integrin act MD	B2AR arrestin	p53 reactivation	AT treatment	TSG101-PTAP inh	TCR activator	TRPV1 ag	ELG1 DNA repair	CXXC DNA block	BRCA1 expr up
COc1ccc(N2C(N)=C(C#N)C(c3ccsc3)C3=C2CCCC3=O)c(OC)c1 (stereo not given)	-30.2%	0.2%	-1.1%	1.0%	-2.0%	1.9%[46.1 µM]	0.1	-4.9%	-0.9%	-38.0%
C=CCn1c(COc2ccccc2F)nnc1SCC(=O)NC(=O)NCc1ccco1	0.0%	0.2%	9.6%	-0.6%	-7.0%	3.2%	1.8	0.8%	19.1%	-3.1%
COc1ccc(CCn2c(SCC(=O)Nc3cc(C)on3)nc3ccsc3c2=O)cc1OC	-54.1%[inhibitor]	0.0%	3.8%	-6.7%	-1.1%	-28.8%	-0.2	10.3µM*	4.2%	17.4%
COc1ccc(C(=O)c2ccc(N(C)C)cc2)c2ccccc12	-14.9%	1.6%	?	-2.2%	-4.6%	-7.3%[46.1 µM]	6.9	?	11.4%	-82.2%
O=C(NCc1cccc(Cl)c1)c1ccco1	5.8%[7.66 µM]	-0.4%	-2.6%	-2.6%	-5.9%	6.9%	0.7	15.9%	4.1%	0.3%
O=C(c1[nH]ncc1[N+](=O)[O-])N1CCOCC1	-19.6%	-0.6%	-11.2%	2.6%	-11.4%	-15.1%	0.6	6.3%	7.3%	14.5%
CCN(CC)CCCNC(=O)c1cn(C)c2ccc(S(=O)(=O)N(C)C)cc2c1=O	-7.2%	0.0%	1.2%	5.9%	-6.0%	1.7%	0.2	12.6%	0.2%	4.9%
Cc1ccc(NC(=S)N2CCOCC2)cc1	-16.1%	0.3%	1.5%	2.0%	-3.4%	-4.3%[46.1 µM]	1.4	?	4.4%	18.6%
CCC(C)C(=O)Nc1ncc2c(n1)CC(c1cccs1)CC2=O (stereo not given)	-32.0%	0.2%	-11.8%	2.3%	-5.0%	-1.9%	-0.8	-5.3%	7.9%	-5.1%
CCCCOCCOCCOCCCC	.	3.1%	-3.1%	11.5%	-0.8%	2.0%	-7.9	8.6%	.	0.5%
CC(=O)Nc1ccccc1C(=O)C(=O)Nc1cccc(F)c1	0.2%	.	.	.	-14.3%	2.5%	.	.	.	1.1%
Cc1ccc(OCc2ccc(C(=O)Nc3nccs3)o2)cc1C	-30.9%[inhibitor]	-1.2%	-1.7%	8.3%	2.1%	3.4%	-1.7	?	-4.5%	57.1%
Cc1nn(-c2ccc(N3CCOCC3)nn2)c(C)c1CCC(=O)NCc1ccc(F)cc1	11.5%	0.6%	2.2%	3.3%	-0.7%	-16.2%	2.4	13.4%	4.4%	12.8%&22.0%
S=C(Nc1ccc2c(c1)OCCO2)Nc1ccc2c(c1)OCO2	-23.2%	0.2%	6.2%	-5.1%	0.3%	-4.1%	-2.5	?	0.5%	?
COc1cccc(C(=O)NC2CCCc3c2cnn3-c2ccc(C)c(C)c2)c1OC (stereo not given)	-13.0%	0.1%	-5.9%	13.2%	0.8%	12.1%	2.0	-13.9%	5.1%	-33.0%
COc1cc(O)c(C(CC(=O)N2CCCC2)c2cc(OC)c(OC)c(OC)c2)c(OC)c1 (stereo not given)	-0.7%	-0.1%	0.7%	-8.1%	.	-7.4%	-1.4	-0.2%	-1.3%	-1.7%
COc1cc(OC)cc(-c2c(-c3cccs3)c3cc(-c4ccc5cc[nH]c5c4)ccc3n2C)c1	29.4%	0.2%	19.3%	13.0%	-4.1%	8.0%	3.2	9.9%	.	-46.4%
CCN(CC(=O)Nc1ccccc1C(F)(F)F)C(=O)c1ccccc1SCC(=O)N1CCCC1	-6.3%	-0.1%	0.5%	-4.8%	-0.8%	7.4%	-0.9	18.6%	.	-0.6%
O=C(NCc1ccc2[nH]c3c(c2c1)CCCC3)c1ccc(S(=O)(=O)N2CCOCC2)cc1	17.9%	-0.6%	-3.9%	-14.3%	-2.4%	-6.9%	0.1	?	18.3%	-29.4%
Cc1ccc(NS(=O)(=O)c2ccc(-n3cccn3)cc2)c(C)c1	30.0%	-0.1%	-3.1%	6.2%	-1.7%	1.4%	16.6	8.9%	0.9%	0.0%
Cc1cc([N+](=O)[O-])nn1Cc1ccc(C(=O)N/N=C/c2ccc(O)cc2O)cc1	-22.3%	-1.1%	?	9.3%	-9.0%	-2.0%[46.1 µM]	1.7	-13.7%	6.7%	-92.4%[inhibitor]
O=C(COc1coc(CN2CCN(c3ccccc3)CC2)cc1=O)N1CCc2ccccc21	22.8%	0.2%	-2.7%	4.4%	2.2%	-1.5%	-5.0	27.2%	.	-3.7%
Cc1cc(NCCN2CCOCC2)n2c(nc3ccccc32)c1C#N	11.3%	0.0%	-0.7%	8.0%	-4.1%	-5.3%	0.8	-9.2%	-2.2%	0.0%
Cc1nn(-c2ccccc2)c(N2CCCC2)c1C=O	?	0.1%	-2.2%	-0.6%	1.0%	-2.9%	2.3	?	-7.5%	-2.0%
COc1ccc(C(=O)C2CCN(S(=O)(=O)c3ccc4c(c3)OCCO4)CC2)cc1	-6.6%[7.66 µM]	0.0%	-7.3%	3.4%	-5.4%	-4.1%	4.2	?	8.6%	-48.0%
COC(=O)c1cccc(C(=O)N2CCCC(CNC(=O)c3ccccc3Cl)C2)c1 (stereo not given)	15.9%	-0.7%	5.3%	0.0%	-4.7%	8.3%	1.9	15.2%	?	30.5%
Cc1ccc(CNC(=O)C2CCCC2)cc1	14.3%	.	.	.	4.8%	-1.3%	.	.	.	33.1%
COC(=O)c1c(C)oc(C)c(C(=O)OC)c1=O	0.8%	-0.6%	11.4%	0.6%	-4.0%	5.0%	-1.4	0.1%	7.6%	1.7%
O=C(Nc1ccccc1)c1ccc(Nc2c([N+](=O)[O-])cc([N+](=O)[O-])c3ccccc23)cc1	10.5%	-0.1%	-4.9%	0.8%	-3.6%	0.9%[46.1 µM]	2.1	?	2.6%	-50.5%
CCCCn1c(N2CCCC2)nc2c1c(=O)[nH]c(=O)n2C	-18.9%	0.0%	-8.0%	0.4%	-2.4%	0.4%	-4.8	5.7%	13.7%	-15.2%
O=C(c1cc(COc2c(F)cccc2F)on1)N1CCC(c2ccccc2F)C1 (stereo not given)	-6.8%	0.6%	5.8%	11.1%	0.6%	1.7%	?	?	3.7%	?
Cc1ccc(C)c(OCCCC(=O)Nc2nccs2)c1	11.4%	.	.	.	-5.1%	5.3%	?	.	-0.1%	-17.7%
O=S(=O)(Nc1cc(C(F)(F)F)ccc1N1CCOCC1)c1ccc2ccccc2c1	-20.2%	-1.1%	17.7%	8.9%	-1.7%	1.1%[46.1 µM]	4.6	0.9%	0.2%	-52.0%
CC(=O)c1sc(NC(=O)C2CCCN2S(=O)(=O)c2ccccc2F)nc1C (stereo not given)	-25.5%	-1.2%	33.6%	17.2%	0.9%	-14.4%	-4.0	20.2%	.	-29.5%
CC(C)CC(=O)Nc1cccc(-c2nc3ccccc3[nH]2)c1	-17.7%	-0.1%	7.5%	1.1%	-4.9%	-4.5%	-3.6	-0.2%	0.9%	28.8%
S=C(NCCc1c[nH]c2ccccc12)NC1CCCCC1	4.8%	0.1%	21.9%	-3.8%	-2.6%	1.7%	?	-9.3%	3.1%	11.2µM*

Brought forward from above: two compounds; new compounds follow.
SMILES	Integrin act MD	B2AR arrestin	p53 reactivation	AT treatment	TSG101-PTAP inh	TCR activator	TRPV1 ag	ELG1 DNA repair	CXXC DNA block	BRCA1 expr up
CC(C)CC(=O)Nc1cccc(-c2nc3ccccc3[nH]2)c1	-17.7%	-0.1%	7.5%	1.1%	-4.9%	-4.5%	-3.6	-0.2%	0.9%	28.8%
S=C(NCCc1c[nH]c2ccccc12)NC1CCCCC1	4.8%	0.1%	21.9%	-3.8%	-2.6%	1.7%	?	-9.3%	3.1%	11.2µM*
Cc1nc2ccc(NC(=O)c3cccnc3)cc2s1	22.9%	0.6%	1.4%	-13.5%	-1.7%	-7.2%	0.5	12.0%	4.7%	32.5%
Brc1ccc2ncc(Br)cc2c1	-6.0%	-0.7%	1.4%	-0.8%	-5.1%	-11.6%[46.1 µM]	-1.6	4.1%	12.1%	13.4%
C=C(C)COc1ccc2c3c(c(=O)oc2c1OCC(=C)C)CCC3	-37.7%	0.2%	-6.7%	?	-10.2%	.	?	-14.7%	-7.8%	-31.6%
CCOC(OCC)P(=O)(c1ccccc1)c1ccccc1	-7.5%	-0.6%	-6.9%	21.9%	-3.4%	-0.7%	2.6	0.0%	-1.0%	-0.4%
C[C@@H]1COC(=O)[C@H](CC(=O)OC(C)(C)C)C/C=C\C[C@@H](CC(=O)N[C@H](CO)Cc2ccccc2)C(=O)N1	1.7%	-0.9%	-0.8%	13.0%	-8.3%	-4.5%	.	3.0%	.	7.4%
